Screens as filed in PubChem.
Epigenetic reg = epigenetic control regulation, reporter derepression; Potency, µM (doses to about 53.9 µM), for the others: top-dose GFP activation, most hits filed as activators; 280,000 tested, 0.2% active; murine LDR cells, GFP reporter derepression, 30 h; further: potency means the concentration at half of the fitted maximal effect; % of control where 0% means no effect; nearly all actives have a fitted effect of over 60% in size
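Readout is the number of GFP-expressing murine LDR cells, counted by cytometry following washing. Cells were treated with compound for 30 h at 37 C; the stably integrated CMV-GFP locus is normally silent.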
NPSR antagonist = blocks cAMP signaling of the human neuropeptide S receptor | Q6W5P4 | CHO-NPSR cells, cAMP TR-FRET, antagonist mode | Potency, µM (series often up to 38.3 µM), without a hit: top-dose activity change, negative = inhibition, most hits filed as inhibitors | 220,000 tested, 1% active | AID 1461; further: potency means the concentration at half of the fitted maximal effect; on the % scale 0 is the no-effect control and ±100 the full control effect; nearly all actives have a fitted effect of over 50% in size; many of its hits are not listed in these tables
Target sequence (Q6W5P4 whole entry, looked up): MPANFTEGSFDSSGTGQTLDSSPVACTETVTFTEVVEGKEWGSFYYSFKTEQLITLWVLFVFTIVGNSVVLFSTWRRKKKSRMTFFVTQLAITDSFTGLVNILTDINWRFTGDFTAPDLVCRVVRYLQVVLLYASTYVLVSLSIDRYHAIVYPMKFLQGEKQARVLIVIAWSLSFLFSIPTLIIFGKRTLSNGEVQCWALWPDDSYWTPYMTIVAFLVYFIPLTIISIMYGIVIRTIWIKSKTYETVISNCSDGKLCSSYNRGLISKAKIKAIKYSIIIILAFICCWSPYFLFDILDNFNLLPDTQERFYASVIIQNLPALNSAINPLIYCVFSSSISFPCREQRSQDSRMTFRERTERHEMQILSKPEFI
LMNA splice mod = changes lamin A minigene splicing in HeLa cells; AID 1487; HeLa LMNA splicing GFP/RFP minigene ratio, 48 h; Potency, µM (series often up to 46.1 µM), without a hit: at the top dose ratio change, negative = inhibition, most hits filed as inhibitors; 200,000 tested, 0.01% active; active means well fitted inhibition curve with a large enough effect in the signal ratio, with a control signal flat, not every such curve was filed as active; inconclusive means small, poorly fitted or top-dose-only effect, or effect the other way, or a change in a side signal; the % refers to the signal ratio; further: potency means the concentration at half of the fitted maximal effect; on the % scale 0 is the no-effect control and ±100 the full control effect
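S3 HeLa stable clones carrying a lamin A-EGFP splicing minigene plus DsRed2 were seeded at 600 cells/well in Opti-MEM with 2% FBS, pin-dosed and incubated 48 h at 37°C. Acumen cytometry (488 nm) gave the GFP/RFP total-intensity ratio.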
IMPase Li cell = cell-permeable IMPase inhibitors with lithium potentiation | CHO-M1 cells, IP1 TR-FRET (IP-One), carbachol + lithium | 210,000 tested, 0.35% active | Potency, µM (titrated, usually from 59.4 µM), inactives show at the highest dose activity, negative = IMPase inhibition, most hits filed as inhibitors;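 further: IP1 builds up when IMPase is blocked and the TR-FRET signal falls; potency means the concentration at half of the fitted maximal effect; plate controls were basal vehicle for no effect and high inhibitor control for full effect; nearly all actives have a fitted effect of over 50% in size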
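Test compounds were applied to CHO-M1 cells previously cultured for 16–30 h at 2000 per well. A small lithium amount accompanied them; after 30 min at 37C, IP1 was quantified by TR-FRET.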
CBFb RUNX1 block = inhibitors of human CBF-beta and RUNX1 interaction | Q01196+Q13951 | AlphaScreen CBFb-His/RUNX1-biotin binding, biochemical | Potency, µM (highest dose often 59.8 µM), inactives show top-dose activity, negative = inhibition, usual class: inhibitors | 230,000 tested, under 10 active; further: % of control where 0% means no effect
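CBFb-His/RUNX1-biotin, 30 nM each, preincubated 20 min RT; compound 15 min RT; Ni + streptavidin beads 50 ng each, 90 min RT; AlphaScreen read.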
Luc counter = Kinase-Glo luciferase inhibition (counter-screen); Kinase-Glo luciferase, ATP luminescence, 8 min; Potency, µM (highest dose often 38.3 µM), without a hit: at the highest dose activity change, negative = inhibition, usual class: inhibitors; 200,000 tested, 0.28% active; AID 1379; further: potency means the concentration at half of the fitted maximal effect; on the % scale 0 is the no-effect control and ±100 the full control effect; nearly all actives have a fitted effect of over 60% in size
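Substrate mix (final 50 mM imidazole pH 7.2, 50 mM KCl, 7 mM MgCl2, 10 uM ATP, 0.01% Tween 20, 0.05% BSA) plus pin-tool compound, then Kinase-Glo detection mix; 8 min ambient, luminescence read.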
GLA spleen mod = inhibits or activates alpha-galactosidase in human spleen homogenate; P06280; human spleen homogenate, 4MU-alpha-Gal fluorescence, 40 min; Potency, µM (highest dose often 80 µM), without a hit: at the top dose activity change, negative = inhibition, actives largely listed as inhibitors; 240,000 tested, 0.008% active;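 further: potency means the concentration at half of the fitted maximal effect; 0% = enzyme with vehicle and -100% = no enzyme basal signal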
Target sequence (P06280 32-429 limits assumed): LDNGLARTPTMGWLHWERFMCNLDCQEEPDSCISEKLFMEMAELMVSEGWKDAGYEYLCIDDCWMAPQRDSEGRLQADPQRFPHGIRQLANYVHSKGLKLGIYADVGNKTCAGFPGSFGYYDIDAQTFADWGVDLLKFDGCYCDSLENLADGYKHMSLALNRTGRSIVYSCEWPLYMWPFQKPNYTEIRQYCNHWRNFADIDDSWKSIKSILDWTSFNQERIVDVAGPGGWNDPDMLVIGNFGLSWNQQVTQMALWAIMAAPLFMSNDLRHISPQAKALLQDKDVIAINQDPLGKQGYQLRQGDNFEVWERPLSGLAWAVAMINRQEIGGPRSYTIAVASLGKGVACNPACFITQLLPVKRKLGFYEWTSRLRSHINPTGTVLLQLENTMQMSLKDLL
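Human spleen homogenate (1 ug) as enzyme source, 4-methylumbelliferyl-alpha-D-galactopyranoside 1 mM final, citrate/phosphate pH 5.0 with 0.01% Tween-20. Compounds 40 min at 37C, NaOH/glycine stop; fluorescence Ex 365/Em 440, Hill-fit AC50.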
* = called active by the depositor; ? = inconclusive; / = no result given; & = joins results of further samples; [ ] = dose if it differs, or a comment. Unless noted, the call rests on the fitted dose curve; in most records, active means well fitted curve in the direction sought with a large enough effect; inconclusive means small, poorly fitted or top-dose-only effect, or another doubt; inactive means no such curve, though single readings can be large; an effect the other way counts as inactive or inconclusive.

1. O=C(CSc1nc2ccc(Nc3nc(N4CCCC4)nc(N4CCCC4)n3)cc2s1)NCc1ccco1
2. O=C(N/N=C\c1ccc(Cl)cc1)C1=NOC2COC3(CCN(c4ccc([N+](=O)[O-])cc4)CC3)OCC12 (configuration not stated)
3. CC1CCN(C(=O)c2ccc(S(=O)(=O)Cc3ccccc3F)c([N+](=O)[O-])c2)CC1
4. Cc1cc(NC(=O)CN2C(=O)C3CC=CCC3C2=O)no1 (configuration not stated)
5. CN1CCCCC1CCN1c2ccccc2Sc2ccc(S(C)=O)cc21 (configuration not stated)
assay / compound	1	2	3	4	5
Epigenetic reg	7.1%	-4.3%	1.0%	-1.0%	0.0%&-1.1%
NPSR antagonist	-32%	-1%	0%	2%[46.1 µM]	-21%
LMNA splice mod	/	/	?	6%	-26%
IMPase Li cell	/	/	6%	-3%[38.3 µM]	6%
CBFb RUNX1 block	8%	11%	-12%	3%	20%&9%
Luc counter	/	/	0%	2%	/
GLA spleen mod	9%	3%	6%	13%	1%&11%

Single records, from the list above. Values in the order: Epigenetic reg | NPSR antagonist | LMNA splice mod | IMPase Li cell | CBFb RUNX1 block | Luc counter | GLA spleen mod
Cc1cc(NC(=O)CN2C(=O)C3CC=CCC3C2=O)no1 (configuration not stated) is listed with -1.0% | 2%[46.1 µM] | 6% | -3%[38.3 µM] | 3% | 2% | 13%
O=C(CSc1nc2ccc(Nc3nc(N4CCCC4)nc(N4CCCC4)n3)cc2s1)NCc1ccco1 is listed with 7.1% | -32% | / | / | 8% | / | 9%

(listing goes on)
6. Cn1c(=S)oc2ccccc21
7. CCOC(=O)c1ccc(-n2[nH]c(-c3ccccc3)cc2=O)cc1
8. O=C(c1ccc(S(=O)(=O)NCC2CCCO2)cc1)N1CCN(c2cccc(Cl)c2)CC1 (configuration not stated)
9. O=C(Cn1nc(-c2ccccc2Cl)ccc1=O)Nc1ccccc1-c1ccccc1
10. CCCCC(c1nnnn1CCOC)N1CCN(Cc2ccccc2)CC1 (configuration not stated)
assay / compound	6	7	8	9	10
Epigenetic reg	1.1%	-3.2%	0.0%	-0.1%	-2.0%
NPSR antagonist	-14%	-14%[46.1 µM]	2%	8%	-8%[46.1 µM]
LMNA splice mod	0%[46 µM]	?	-17%[46 µM]	-6%[46 µM]	-3%
IMPase Li cell	/	15%[38.3 µM]	20%	2%	2%
CBFb RUNX1 block	?	-11%	3%	8%	4%
Luc counter	/	-2%	-1%	-2%	-2%
GLA spleen mod	4%	-4%	-1%	4%	-1%

11. O=C1C2CCCCN2C(=O)N1CCCCN1CCN(c2ccc([N+](=O)[O-])cc2)CC1 (configuration not stated)
12. CCN(C(=O)Nc1ccccc1)c1ccccc1
13. CCOC(=O)C1=C(Nc2cccc(Cl)c2)OCC1=O
14. Cc1ccc(C(=O)NCCn2c(N)c(C#N)c3nc4ccccc4nc32)cc1
15. CC(=O)N(C(C)=O)n1c(C)nc2sc3c(c2c1=O)CCCC3
assay / compound	11	12	13	14	15
Epigenetic reg	0.0%	-1.5%	-1.0%	?	1.1%
NPSR antagonist	-6%[46.1 µM]	2%	1%[46.1 µM]	-12%	-12%
LMNA splice mod	?	-1%	9%	16%	27%[46 µM]
IMPase Li cell	9%[38.3 µM]	-6%	-11%[38.3 µM]	-5%	7%
CBFb RUNX1 block	5%	10%	-1%	13%	4%
Luc counter	-1%	0%	0%	4%	0%
GLA spleen mod	-11%	-2%	-5%	?	10%

16. CCCN(CC1CC1)c1nc(N)c(C#N)c(CC#N)c1C#N
17. CCc1cc[n+](/C(C(=S)Nc2cccc(C)c2)=C(/[O-])c2ccc(C)c([N+](=O)[O-])c2)cc1
18. CCC(C)NC(=O)CCC(=O)Nc1ccc2nc(N3CC(C)CC(C)C3)cc(C)c2c1 (configuration not stated)
19. O=C(C(Cc1ccccc1)N1C(=O)c2ccccc2C1=O)N1CCc2ccccc21 (configuration not stated)
20. CCOc1ccccc1N1CCN(C(=O)C2c3ccccc3Oc3ccccc32)CC1
assay / compound	16	17	18	19	20
Epigenetic reg	-0.7%	-1.0%	5.6%	0.1%	-2.2%
NPSR antagonist	-19%[46.1 µM]	-10%	-28%	?	-25%[46.1 µM]
LMNA splice mod	-1%	-5%	/	-2%	?
IMPase Li cell	-16%[38.3 µM]	14%	7%	16%	35%[activator][38.3 µM]
CBFb RUNX1 block	10%	-16%	2%	-5%	-11%
Luc counter	-2%	2%	3%	-1%	-3%
GLA spleen mod	0%	11%	11%	-1%	-19%

21. COc1ccc(-c2cc(C(=O)Nc3cc(C)on3)no2)cc1OC
22. O=C(O)c1c[nH]c2cc(C(F)(F)F)ccc2c1=O
23. CC(C)C[C@@H](CC(=O)N[C@@H](CCC(=O)O)CC(=O)O)NC(=O)[C@@H]1CCCC[C@H]1NC(=O)C[C@H](CCCN)NC(=O)C[C@H](CO)NC(=O)[C@@H]1CNCC[C@H]1N
24. Cc1ccc2nc(SCC(=O)Nc3nnc(SCC(N)=O)s3)[nH]c2c1
25. Cc1ccc(C)c(C2=CSC3=NCCN23)c1
assay / compound	21	22	23	24	25
Epigenetic reg	2.6%	-1.2%	-0.3%	2.4%	-0.7%
NPSR antagonist	-18%	-7%[46.1 µM]	/	1%[46.1 µM]	-5%[46.1 µM]
LMNA splice mod	/	-6%[0.0737 µM]	/	22%	?
IMPase Li cell	?	-19%[38.3 µM]	2%	6%[38.3 µM]	12%[38.3 µM]
CBFb RUNX1 block	-2%	-14%	4%	-2%	1%
Luc counter	2%	7%	2%	2%	-4%
GLA spleen mod	-6%	4%	3%	-7%	-6%

26. CC(=O)c1ccccc1OC(=O)c1ccc([N+](=O)[O-])o1
27. Cc1nc(SCC(O)CO)c([N+](=O)[O-])[nH]1 (configuration not stated)
28. Cn1nc(C(C)(C)C)cc1C(=O)NNC(=O)c1ccccc1Cl
29. O=C(O)CNC(=O)CC1S/C(=N/N=C2/NC(=O)CS2)NC1=O (configuration not stated)
30. CC(=O)c1c(C)[nH]c(C(=O)Nc2ccc(S(=O)(=O)N(C)C)cc2)c1C
assay / compound	26	27	28	29	30
Epigenetic reg	1.8%	0.8%	0.0%	-1.2%	-5.4%
NPSR antagonist	-12%	-3%[46.1 µM]	-17%	11%	-14%
LMNA splice mod	/	5%	/	/	/
IMPase Li cell	/	18%[38.3 µM]	/	3%	/
CBFb RUNX1 block	2%	5%	1%	?	-12%
Luc counter	/	-2%	/	-4%	/
GLA spleen mod	-2%	-1%	-2%	0%	1%

31. COCCCN(CC(=O)Nc1ccc(N2CCOCC2)cc1)S(=O)(=O)c1ccccc1
32. Clc1ccc(-c2ccc(/C=N/Nc3cc(N4CCOCC4)nc(N4CCOCC4)n3)o2)cc1
33. O=C(CCS(=O)(=O)c1ccccc1Cl)Nc1ccc(S(=O)(=O)Nc2ncccn2)cc1
34. COc1ccc(N/N=C(/C)c2cnnc(-c3ccccc3)n2)cc1
35. CC(C)=C1C2CCC1C(C(=O)Nc1cc(C)cc(C)c1)C2C(=O)O (configuration not stated)
assay / compound	31	32	33	34	35
Epigenetic reg	2.2%	0.0%	-4.8%	?	0.3%[10.1 µM]
NPSR antagonist	13%	-10%[46.1 µM]	-22%	-9%	35%
LMNA splice mod	/	?	/	-6%	?
IMPase Li cell	2%	14%	/	6%	4%
CBFb RUNX1 block	13%	3%	5%	-5%	-5%
Luc counter	3%	3%	/	-1%	5%
GLA spleen mod	8%	1%	5%	-1%	-3%

36. Cn1cccc1/C=N/NC(=O)Cc1cccc2ccccc12
37. COCC(C)NC(=O)c1ccccc1[N+](=O)[O-] (configuration not stated)
38. Cc1ccc2nc(NC(=O)CNS(=O)(=O)c3ccc(Br)s3)sc2c1
39. Cc1ccc(C)c(NC(=S)N(Cc2cccc(Br)c2)CC2CCC(C(=O)O)CC2)c1 (configuration not stated)
40. Cc1cc(S(=O)(=O)N2CCC(NC(=O)C34CC5CC(CC(C5)C3)C4)CC2)ccc1-n1cnnn1
assay / compound	36	37	38	39	40
Epigenetic reg	0.0%	-2.2%	-3.2%	-2.7%	?
NPSR antagonist	19%	5%	-6%[46.1 µM]	-53%	-20%[46.1 µM]
LMNA splice mod	/	-5%	?	?	7%
IMPase Li cell	8%	2%	29%[38.3 µM]	0%	3%[38.3 µM]
CBFb RUNX1 block	-14%	4%	-2%	0%	2%
Luc counter	-5%	-3%	0%	0%	-3%
GLA spleen mod	-7%	0%	2%	-5%	-1%

41. CN1CCc2c(sc3c2C(=O)NC(/C=C\c2ccccc2)N3)C1 (configuration not stated)
42. O=C(NCc1ccco1)c1cc(-c2ccccc2)on1
43. O=C1CCCC1C(=O)Nc1ccc2ccccc2c1 (configuration not stated)
44. CC1CCCN(c2oc(-c3cccc4ccccc34)nc2C#N)C1 (configuration not stated)
45. COc1cccc(C(=O)Oc2cccc(N3C(=O)C4C5CC(C(Br)C5Br)C4C3=O)c2)c1 (configuration not stated)
assay / compound	41	42	43	44	45
Epigenetic reg	1.7%	0.0%	1.6%	-0.7%	-2.8%
NPSR antagonist	-31%	-4%[46.1 µM]	3%	-17%[46.1 µM]	-10%[46.1 µM]
LMNA splice mod	/	-15%	/	-4%	3%
IMPase Li cell	/	18%[38.3 µM]	/	-28%[38.3 µM]	-14%[38.3 µM]
CBFb RUNX1 block	-11%	6%	14%	9%	2%
Luc counter	/	-3%	/	-6%	2%
GLA spleen mod	20%	-1%	0%	12%	10%

46. COc1ccc(O)c(/C=c2/sc3nc4cc(C)c(C)cc4n3c2=O)c1
47. O=C(CSc1nc2ncc(Cl)cc2[nH]1)NC1CCS(=O)(=O)C1 (configuration not stated)
48. CC(=O)C1=C(O)C(=O)N(CCCn2ccnc2)C1c1ccc(Br)cc1 (configuration not stated)
49. Cc1c(/C=C/C(=O)c2ccccc2)cnn1C
50. COc1ccc(/C=C/C(=O)NC(=S)NNC(=O)c2cccs2)cc1OC
51. CCOC(=O)c1sc(NC(=O)CCN2CCN(C)CC2)c(C(=O)OCC)c1C
52. Cc1cc(C)nc(SCc2nnc(SCC(=O)O)n2-c2ccccc2)n1
assay / compound	46	47	48	49	50	51	52
Epigenetic reg	-0.6%	2.6%	-4.8%	0.9%	-3.1%	3.1%	0.0%
NPSR antagonist	-23%[46.1 µM]	2%	4%	-6%[46.1 µM]	-10%	-47%	8%
LMNA splice mod	0%	?	-8%[46 µM]	-6%	/	8%[46 µM]	17%[46 µM]
IMPase Li cell	-15%[38.3 µM]	1%	-5%	10%[38.3 µM]	/	10%	-1%
CBFb RUNX1 block	-18%	-2%	4%	1%	1%	4%	6%
Luc counter	-25%	1%	2%	?	/	2%	-2%
GLA spleen mod	-3%	-17%	2%	1%	-13%	0%	-5%

An excerpt; the hit share may differ from the screen's.
